EBI2 block – EBI2 (human) antagonism; EBI2 beta-arrestin recruitment, luminescence, 7a,25-OHC stimulated; inhibition, % at 5 µM; hit rate 0.81% among 360,000; in the data active = inhibition above about 38%;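 note: enzyme fragment complementation signal reports receptor beta-arrestin coupling in cells; 0% = agonist plus DMSO wells and 100% = wells without agonist; some results beyond the cut were filed as inactive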
Target sequence (P32249 whole entry, looked up, the tested form may be a part): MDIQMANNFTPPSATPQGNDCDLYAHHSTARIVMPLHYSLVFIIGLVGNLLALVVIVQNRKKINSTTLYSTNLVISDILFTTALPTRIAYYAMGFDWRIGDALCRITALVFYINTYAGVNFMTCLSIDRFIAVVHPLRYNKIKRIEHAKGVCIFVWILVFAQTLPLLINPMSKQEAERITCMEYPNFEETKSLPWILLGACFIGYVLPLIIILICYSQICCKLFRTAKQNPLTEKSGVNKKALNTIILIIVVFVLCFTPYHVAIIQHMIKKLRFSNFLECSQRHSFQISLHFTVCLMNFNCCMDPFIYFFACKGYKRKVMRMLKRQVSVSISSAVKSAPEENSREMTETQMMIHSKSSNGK
tim23-1 inh – growth inhibitors of tim23-1 mutant yeast; S. cerevisiae tim23-1 growth, BacTiter-Glo luminescence, 24 h; inhibition, % at 20 µM; hit rate 1.3% among 330,000; AID 463212;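 active = growth inhibition of the mutant yeast at or above 50%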;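 note: temperature-sensitive mutant grown at 25 °C; plate controls were DMSO-treated mutant yeast for no effect and medium wells lacking yeast for full effect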
APJ antag – APJ receptor antagonism. P35414. CHO-K1 APJ beta-arrestin complementation, luminescence. hit rate 0.32% among 330,000. inhibition, % at 20 µM. AID 2521;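 active = inhibition above about 40% at 20 µM, limit read from the data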;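 note: cells challenged with 10 nM apelin-13 agonist together with compound; plate controls were apelin-13 plus DMSO wells for no effect and DMSO wells lacking apelin-13 for full effect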
Target sequence (P35414 whole entry, looked up): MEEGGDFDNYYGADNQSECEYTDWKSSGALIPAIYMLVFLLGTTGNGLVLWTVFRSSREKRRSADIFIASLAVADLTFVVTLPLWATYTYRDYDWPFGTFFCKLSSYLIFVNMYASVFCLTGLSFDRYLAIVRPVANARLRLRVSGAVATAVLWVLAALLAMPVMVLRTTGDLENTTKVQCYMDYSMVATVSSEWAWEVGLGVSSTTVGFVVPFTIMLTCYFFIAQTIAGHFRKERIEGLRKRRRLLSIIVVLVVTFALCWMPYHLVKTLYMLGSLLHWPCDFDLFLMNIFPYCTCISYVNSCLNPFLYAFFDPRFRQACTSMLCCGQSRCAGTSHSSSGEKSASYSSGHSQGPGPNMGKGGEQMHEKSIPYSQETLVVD
CXCR6 block – blocks human CXCR6 beta-arrestin recruitment; O00574; CHO-K1 PathHunter CXCR6 beta-arrestin, luminescence; inhibition, % at 20 µM; hit rate 0.36% among 360,000; AID 602244; in the data active = inhibition above about 34%, passing the limit was not always enough;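 note: antagonist mode with CXCL16 agonist at 10 nM final; 0% = 10 nM CXCL16 with DMSO and 100% = unstimulated wells without agonist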
Target sequence (O00574 whole entry, looked up): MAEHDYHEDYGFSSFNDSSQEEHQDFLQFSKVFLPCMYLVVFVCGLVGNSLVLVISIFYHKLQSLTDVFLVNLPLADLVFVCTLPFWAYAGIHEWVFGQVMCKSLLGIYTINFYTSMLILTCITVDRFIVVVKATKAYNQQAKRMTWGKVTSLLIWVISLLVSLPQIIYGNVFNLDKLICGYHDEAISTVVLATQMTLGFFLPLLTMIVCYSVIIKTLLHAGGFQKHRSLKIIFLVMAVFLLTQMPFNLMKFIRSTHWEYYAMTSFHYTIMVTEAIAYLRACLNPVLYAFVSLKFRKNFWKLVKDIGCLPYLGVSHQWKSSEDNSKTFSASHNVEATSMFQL
XBP1 UPR activ – adaptive UPR (XBP1) activation | CHO-XBP1 luciferase reporter, IRE1-XBP1 UPR activation, luminescence; percent of tunicamycin response, DMSO as zero | hit rate 0.33% among 330,000 | activation, % at 20 µM;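 active = versus positive control, 20 µM dose yields 30% or more activation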;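 note: 100% = tunicamycin at 10 µg/mL and 0% = DMSO only wells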
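Material: CHO-XBP1 cells stably carrying IRE1-XBP1-driven luciferase reporter / Amount: 1000 cells per well / Compound: 20 µM, 1% DMSO / Times: 6 h treatment, 37 °C / Detection: luciferase luminescence / Measure: % activation of reporter signal versus tunicamycin and DMSO controls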
UPR CHOP act – apoptotic UPR (CHOP) activation. CHO-CHOP luciferase reporter, luminescence; percent of tunicamycin response over DMSO baseline. activation, % at 10 µM. hit rate 0.34% among 330,000. AID 449763;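 active = at 10 µM dose, activation of 40% or more, normalized to positive control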;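 note: 100% = tunicamycin at 10 µg/mL and 0% = DMSO alone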
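Test system: CHO CHOP reporter cells. Input: 500 CHO-CHOP cells per well. Medium: F12 with 10% FBS. Technique: luciferase luminescence. Measure: percent activation relative to tunicamycin control. Dosing: 10 µM compound, 0.5% DMSO. Timing: 16-18 h cell attachment, then 6 h compound exposure, 37 °C.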
APJ ag – agonists of human APJ apelin receptor; hit rate 0.11% among 330,000; AID 2520; activation, % at 20 µM; CHO-K1 APJ PathHunter beta-arrestin, luminescence; 0% DMSO wells, 100% apelin;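 active = activation more than six SD over the plate average, tested at 20 µM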;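 note: 0% = DMSO alone and 100% = apelin-13 at 10 nM; some results filed as inactive read as strong as hits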
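Assay system: engineered CHO-K1 APJ arrestin reporter cells; Amount: 1000 CHO-K1 reporter cells seeded per well; Dosing: one dose, 20 µM compound, 1% DMSO; Times: compound stimulation 90 min at 25 °C, detection 60 min; Measured by: luminescent beta-gal fragment complementation, chemiluminescent substrate; Read-out: APJ–arrestin association signal; Controls: DMSO vs Apelin-13 10 nM.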
Mdm2-MdmX inh – disrupts the human Mdm2-MdmX interaction | SaOS-2 split-luciferase Mdm2/MdmX complementation, luminescence | inhibition, % at 8 µM | hit rate 3% among 330,000 | AID 485346;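 active = inhibition of at least 50% at 8 µM in the primary screen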
CCR6 antagonist – blocks CCL20-driven beta-arrestin recruitment at human CCR6; AID 493098; inhibition, % at 20 µM; hit rate 0.49% among 340,000; P51684; CHO-K1 CCR6 PathHunter beta-arrestin, luminescence, CCL20-stimulated;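 active = compounds whose inhibition of the agonist-driven luminescence signal at 20 µM reaches about 50%, limit read from the data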;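 note: cells stimulated with CCL20 at 14 nM final; plate controls were DMSO with CCL20 for no effect and DMSO without agonist for full effect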
* = called active by the depositor; / = no result given. Only part of the results is shown; rates above refer to the full screens.

#1 O=C(NCCCN1CCOCC1)C(=O)NCc1ccccc1Cl
#2 O=C1CCN(S(=O)(=O)c2cc(C(F)(F)F)ccc2Cl)CC1
#3 COc1cccc(NC(=O)CN2C(=O)CSc3ccc(S(=O)(=O)N4CCCCC4)cc32)c1
#4 Cn1cnc2c(N/N=C/c3cccs3)ncnc21
#5 CN(C(=O)c1ccc(N2CCOCC2)c([N+](=O)[O-])c1)C1CCCCC1
#6 COc1ccc(-c2c(NC(=O)c3ccco3)oc3ccc(Cl)cc3c2=O)cc1
#7 Cc1cc(-c2nc(C)c(C(=O)NNC(=O)NC(C)C)s2)no1
#8 CC(C)CCNC(=O)C1CCN(S(=O)(=O)c2ccc3c(c2)CCC(=O)N3)CC1
#9 CCCOc1ccc(/C(O)=C2/C(=O)C(=O)N(CCCn3ccnc3)C2c2cccnc2)cc1 (stereo unspecified)
#10 CCN(CC)CCCNC(=O)c1cc(-c2ccc(Cl)c(Cl)c2)on1
assay / entry,1,2,3,4,5,6,7,8,9,10
EBI2 block,0,-9,9,-6,-3,12,-17,-4,4,-2
tim23-1 inh,-5,2,10,-4,13,31,-3,2,12,23
APJ antag,-5,6,-36,6,-4,-19,8,-5,12,10
CXCR6 block,5,4,-1,-5,-11,6,-7,0,3,-3
XBP1 UPR activ,-1,-3,-2,-2,3,-3,-2,-5,2,-1
UPR CHOP act,-1.3,-0.1,0.4,2.5,3.5,0.5,0.6,-0.7,-1.1,2.1
APJ ag,-1,-2,1,-3,1,7,4,-2,1,-1
Mdm2-MdmX inh,-4,6,5,29,0,-18,9,-10,5,-7
CCR6 antagonist,1,0,-2,8,-9,25,-3,6,-4,7

#11 C=CCC[C@@H](Cc1ccc(F)cc1)C(=O)OCCNC(=O)[C@@H](CC=C)CC(=O)N(CCO)Cc1ccccc1
#12 C[C@H]1CN([C@@H](C)CO)C(=O)Cc2cc(NS(=O)(=O)c3cn(C)cn3)ccc2O[C@@H]1CN(C)C(=O)Nc1ccc(F)cc1
#13 N#C/C(=N\Nc1ccc(S(=O)(=O)N2CCc3ccccc32)cc1)C(N)=S
#14 COc1ccc(CCNC(=O)COC(=O)C23CC4CC(CC(Br)(C4)C2)C3)cc1
#15 COc1ccc(OCCCCn2c(CO)nc3ccccc32)cc1
#16 Cc1cc(C)n2nc(-c3cnn(C)c3C(F)(F)F)cc2n1
#17 O=C(COc1ccccc1Br)N1CCN(C(=O)c2cccs2)CC1
#18 O=S(=O)(c1cccs1)N1CCN(c2ccc(F)cc2)CC1
#19 CCN(Cc1ccccc1)C(=O)c1c[nH]c2ccc(S(=O)(=O)N(C)CCC#N)cc2c1=O
#20 Cc1ccccc1-c1nnc(SCc2ccc(F)cc2)o1
assay / entry,11,12,13,14,15,16,17,18,19,20
EBI2 block,-3,-11,22,8,-8,-1,31,2,-20,25
tim23-1 inh,26,9,5,42,20,19,13,19,1,24
APJ antag,2,12,31,3,-4,9,-7,-1,-6,-4
CXCR6 block,5,3,11,-6,-2,1,-2,1,-15,0
XBP1 UPR activ,-2,-2,-3,-2,-4,-3,1,2,-2,3
UPR CHOP act,1.8,0.0,-1.4,-0.6,2.3,3.0,1.1,-1.7,-0.8,3.5
APJ ag,-4,-4,-5,-2,3,-1,-3,1,0,-2
Mdm2-MdmX inh,5,8,26,-15,-45,-20,17,10,-10,-25
CCR6 antagonist,7,-4,38,-15,15,-5,8,7,-7,19

#21 COc1ccccc1/C=N/N1CCN(c2ccc(Cl)cc2)CC1
#22 O=C(NCc1ccc(F)cc1)C1CCC(CNS(=O)(=O)c2ccccc2)CC1 (stereo unspecified)
#23 O=C(Nc1ccccc1-c1nc2ccccc2[nH]1)c1sc2ccccc2c1Cl
#24 N#C/C(=C\c1ccc(N2CCOCC2)cc1)c1ccccc1
#25 CC(NC(=O)C(C)(C)C)c1nc2ccccc2n1C (stereo unspecified)
#26 Cc1cccc(OCC(O)CN2CC3(C)CC2CC(C)(C)C3)c1 (stereo unspecified)
#27 CCC(C)CCN1C(Nc2ccccc2)=NC[C@@H]1C (stereo partly specified)
#28 Cc1ccc(NC(=O)c2ccc(Oc3ncccn3)cc2)cc1
#29 CCCCN(C(=O)c1cc2c(s1)CCCC2)c1c(N)n(CCC)c(=O)[nH]c1=O
#30 O=C(NCCN1CCCCC1)c1ccco1
assay / entry,21,22,23,24,25,26,27,28,29,30
EBI2 block,1,23,/,17,-2,4,-3,1,-10,-13
tim23-1 inh,-8,0,14,26,1,12,13,0,11,3
APJ antag,5,10,-12,3,-20,0,28,-4,-6,0
CXCR6 block,-2,-21,/,2,-3,11,7,-1,-3,-2
XBP1 UPR activ,0,-6,6,1,-1,-1,1,0,0,-3
UPR CHOP act,0.2,3.7,6.2,5.4,-0.6,-1.9,-2.4,3.2,-0.6,-2.4
APJ ag,0,0,-1,-4,-6,-4,-5,-1,-2,1
Mdm2-MdmX inh,12,4,36,-155,3,1,5,-15,-7,9
CCR6 antagonist,12,11,/,23,-37,12,6,-1,7,-3

#31 COc1ccc(OC)c2sc(NC(=O)c3ccc(S(=O)(=O)N(C)C)cc3)nc12
#32 Cc1ccc(-n2c(SCn3nnc4ccccc4c3=O)nnc2-c2cccnc2)c(C)c1
#33 CCOC(=O)Cc1csc(NC(=O)c2sc3nc4c(C)cc(C)cc4cc3c2N)n1
#34 CC1C(=O)C(C)C(c2ccc([N+](=O)[O-])cc2)NC1c1ccc([N+](=O)[O-])cc1 (stereo unspecified)
#35 Cc1cc(C)c(S(=O)(=O)N2CCN(C(=O)c3cc4ccccc4o3)CC2)c(C)c1
#36 CCCCn1c(SCC(=O)Nc2nnc(C(C)C)s2)nc2c1c(=O)n(C)c(=O)n2C
#37 CCc1cc(=O)[nH]c(-n2[nH]c(-c3ccccc3)cc2=O)n1
#38 CC(C)CCc1noc(CN2CCC(CCN3CCCC3=O)CC2)n1
#39 CCCc1[nH]nc2c1C1(CCN(C(=O)OCc3ccccc3)CC1)C(C#N)=C(N)O2
#40 CC1CCN(S(=O)(=O)c2ccc(C(=O)NCc3ccco3)cc2)CC1
assay / entry,31,32,33,34,35,36,37,38,39,40
EBI2 block,7,1,15,14,90*,6,-9,-4,18,-7
tim23-1 inh,-6,28,19,35,27,-5,-10,19,11,21
APJ antag,15,10,14,-12,10,9,-2,-4,-11,11
CXCR6 block,4,4,8,4,2,-7,10,3,-1,2
XBP1 UPR activ,1,-4,-4,-2,-2,1,0,-2,0,-2
UPR CHOP act,-0.1,0.9,-0.6,-1.2,-0.3,-2.1,0.2,0.3,0.5,-1.8
APJ ag,-3,1,2,1,-1,-5,-2,-2,3,-3
Mdm2-MdmX inh,28,4,-1,32,-3,0,-6,-17,3,10
CCR6 antagonist,17,-1,20,-5,3,-7,11,4,4,14

#41 CCCC1C2C(=O)N(c3ccc(OC)cc3)C(=O)C2ON1c1ccccc1 (stereo unspecified)
#42 COc1cc(C(=O)N/N=c2/sc3ccccc3n2C)cc(OC)c1OC
#43 COc1ccc(/C=N\NC(=O)c2cccc([N+](=O)[O-])c2)cc1Cn1cc([N+](=O)[O-])cn1
#44 Cc1ccc(OCCSCc2nnc(NC(=O)Nc3cccc(Cl)c3)s2)cc1
#45 COc1ccc(C(=O)NCCSc2ccccc2)cc1OC
#46 O=C(CSc1nnc(CNc2ccccc2)o1)c1ccc2c(c1)OCCO2
#47 Cc1ccc(C)c(S(=O)(=O)N2CCN(C(=O)c3cnccn3)CC2)c1
#48 COc1ccc(C(=O)Nc2cc(Cl)ccc2N2CCOCC2)cc1S(=O)(=O)N1CCOCC1
#49 O=C(NCc1ccccc1)c1cc(-c2cccs2)on1
#50 NC(=O)C1CCN(C(=O)CC2(CC(=O)O)CCCCC2)CC1
assay / entry,41,42,43,44,45,46,47,48,49,50
EBI2 block,-1,-3,/,-31,8,-5,4,11,14,-2
tim23-1 inh,12,23,-1,9,8,34,3,9,11,-2
APJ antag,-12,-17,-2,-39,-10,-21,13,17,-12,6
CXCR6 block,-6,-4,/,-6,-1,-2,4,17,-2,-4
XBP1 UPR activ,4,3,-1,7,0,0,-2,2,-2,0
UPR CHOP act,2.0,-2.7,-3.5,3.3,6.1,-0.4,-1.1,-0.9,3.7,-0.2
APJ ag,-1,0,4,7,0,0,-2,1,-5,-2
Mdm2-MdmX inh,-12,-8,-16,92*,-36,-3,-2,5,-29,9
CCR6 antagonist,-9,-9,/,10,-8,-9,-3,-2,7,1

Records listed above shown as hits in EBI2 block:
| no. | Compound | EBI2 block | APJ antag | CXCR6 block | XBP1 UPR activ | Mdm2-MdmX inh | CCR6 antagonist |
| --- | --- | --- | --- | --- | --- | --- | --- |
| 35 | Cc1cc(C)c(S(=O)(=O)N2CCN(C(=O)c3cc4ccccc4o3)CC2)c(C)c1 | 90* | 10 | 2 | -2 | -3 | 3 |

Additional structures follow.
#51 CC(=O)c1ccc(NC(=O)CSC(=S)N2CCCC2)cc1
#52 O=C(Cc1cccs1)NCCS(=O)(=O)N1CCN(c2ccccc2F)CC1
#53 O=C(Nc1nc2ccccc2s1)c1cccc(N2C(=O)CCC2=O)c1
#54 CC(c1nnc(SCC(=O)c2c(N)n(C)c(=O)n(C)c2=O)n1-c1ccc(Cl)cc1)N(C)C (stereo unspecified)
#55 COCCOC(=O)C1=C(C)N=C2SCCC(=O)N2C1c1cccs1 (stereo unspecified)
#56 O=C1c2c(O)cc(O)cc2O[C@H](c2ccc(O)c(O)c2)[C@H]1O
#57 O=P(c1ccccc1)(c1ccccc1)C(c1ccco1)N1CCOCC1 (stereo unspecified)
#58 O=C(CCC(=O)c1ccc(Oc2ccccc2)cc1)Nc1ccc(C(=O)O)cc1
assay / entry,51,52,53,54,55,56,57,58
EBI2 block,-9,6,7,-13,-1,-6,4,-14
tim23-1 inh,10,6,5,-1,3,7,3,6
APJ antag,4,-52,-1,3,19,6,3,15
CXCR6 block,4,-1,-6,-5,3,3,-1,-4
XBP1 UPR activ,1,-4,-2,0,0,-3,-3,-3
UPR CHOP act,3.3,1.0,7.1,0.9,1.2,-2.0,-1.7,2.8
APJ ag,-4,0,-2,0,-7,2,-2,-3
Mdm2-MdmX inh,-34,44,-11,-5,14,23,-26,31
CCR6 antagonist,-7,13,4,0,5,12,1,13

4 compounds out of the list above, sorted by the number in CXCR6 block, rising:
nr | compound | CXCR6 block
58 | O=C(CCC(=O)c1ccc(Oc2ccccc2)cc1)Nc1ccc(C(=O)O)cc1 | -4
57 | O=P(c1ccccc1)(c1ccccc1)C(c1ccco1)N1CCOCC1 (stereo unspecified) | -1
56 | O=C1c2c(O)cc(O)cc2O[C@H](c2ccc(O)c(O)c2)[C@H]1O | 3
51 | CC(=O)c1ccc(NC(=O)CSC(=S)N2CCCC2)cc1 | 4

Screening results from PubChem BioAssay.
